# Screening results (PubChem)
# mHTT-CaM PPI inh – inhibitors of human mutant huntingtin-calmodulin interaction | AlphaScreen His-mHTT/GST-CaM binding, luminescence | 190,000 compounds, 3.6% hits | inhibition, % at 15 µM;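 further: 0% = both proteins with DMSO and 100% = one protein alone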
# Pf apPOL inh – Pf-apPOL DNA polymerase inhibition; Recombinant Pf-apPOL, molecular beacon fluorescence, 1.5 h; inhibition, % at 10 µM; 210,000 compounds, 0.25% hits; AID 1794808
# * hit, by the source's call; x = no result given; & = joins results of further samples. No stated cut-off is given here; in the data, active means inhibition above about 50%; inactive means the rest. An excerpt. The share of hits here may be higher or lower than overall.
# Preview (five entries):
structure | mHTT-CaM PPI inh | Pf apPOL inh
Cc1cc(C(=O)N2CC(C(=O)NCc3ccc(OC(F)(F)F)cc3)C2)no1 | -6 | -27
Cn1c(N2CCC(C(=O)Nc3ccc(F)cc3)CC2)cc(=O)n(C)c1=O | 32 | -6
CCn1c(C2CCN(C(=O)CC(C)C)C2)nc2cccnc21 (centres undefined) | -6 | -3
CC(C)(C)n1nc2c(c1NC(=O)c1cccc(Br)c1)CS(=O)C2 (centres undefined) | 8 | -3
Cn1cc(S(=O)(=O)Nc2cccc(Cl)c2)c2cccnc21 | -5 | 10

# Main list, from the start:
structure | mHTT-CaM PPI inh | Pf apPOL inh
Cc1cc(C(=O)N2CC(C(=O)NCc3ccc(OC(F)(F)F)cc3)C2)no1 | -6 | -27
Cn1c(N2CCC(C(=O)Nc3ccc(F)cc3)CC2)cc(=O)n(C)c1=O | 32 | -6
CCn1c(C2CCN(C(=O)CC(C)C)C2)nc2cccnc21 (centres undefined) | -6 | -3
CC(C)(C)n1nc2c(c1NC(=O)c1cccc(Br)c1)CS(=O)C2 (centres undefined) | 8 | -3
Cn1cc(S(=O)(=O)Nc2cccc(Cl)c2)c2cccnc21 | -5 | 10
Cc1sc2nc(SCC(=O)NC3CCCCC3)n(C)c(=O)c2c1C | -5 | -7
Cc1ccc(-c2cc(C(F)(F)F)n3nc(C(=O)NC(C)C)cc3n2)cc1 | 2 | -6
CCCn1c(C2CCN(C(=O)Cc3cccc(C)c3)C2)nc2cccnc21 (centres undefined) | 0 | -4
c1ccc(-n2c3c(c4ccccc42)CCC3)cc1 | 5 | x
COCCN(CCOC)c1ncnc2c1cnn2-c1ccc(Cl)cc1 | -1 | -6
CN1C(=O)CCC2(CN(C)S(=O)(=O)c3cccc(F)c3)CCCC12 (centres undefined) | -9 | -5
O=S(=O)(Nc1ccccc1Cl)c1cccnc1 | -2 | -3
O=C1OC(C(=O)Nc2cc(C(F)(F)F)ccc2Cl)Cc2ccccc21 (centres undefined) | -8 | -4
Cc1ccc(S(=O)(=O)N2CC(C)C(c3nc(-c4ccccc4)no3)C2)cc1 (centres undefined) | -2 | 3
COc1ccccc1NC(=O)N(C)CC1CC(c2ccc(Cl)cc2)=NO1 (centres undefined) | 4 | -4
CC(=O)C1=C(C)NC(C)=C(C(C)=O)C1c1cccs1 | -4 | 2
Cc1cc(C(O)=C2C(=O)C(=O)N(CCN(C)C)C2c2ccncc2)ccc1OCC(C)C (centres undefined) | 6 | 0
Cc1nn(-c2ccccc2)c2nc(N3CCCC(C(=O)NCc4ccccc4F)C3)sc12 (centres undefined) | -1 | 3
COc1ccc(N(CC(=O)NCc2ccccc2)S(=O)(=O)c2ccc(NC(C)=O)cc2)cc1 | 32 | -1
CCN(CC)c1ccc(N)c(C)c1 | 58* | -9
COc1cccc(C(=O)NCCCN2CCOC(c3ccccc3)C2)c1OC (centres undefined) | 6 | -1
CCOc1nccnc1N1CCC(NS(=O)(=O)c2ccccc2)C1 (centres undefined) | 8 | 1
CC(C)CCNC(=O)C1CC(=O)N(c2ccc(F)c(Cl)c2)C1 (centres undefined) | -7 | -2
Nc1nnc(Cc2ccc(F)cc2)s1 | -4 | 2
CCOc1ccc(NS(=O)(=O)c2ccc3[nH]c4c(c3c2)CCCCC4)cc1 | 94* | -6
CN(C)C(=O)c1cc2c(s1)CCC(C(=O)Nc1ccc(F)c(F)c1)C2 (centres undefined) | -5 | 1
Cn1ncc(N2CCC(C(=O)N3CCOCC3)CC2)cc1=O | -5 | -2
Cc1cccc(OCC(=O)NCc2cccc(CNC(=O)COc3cccc(C)c3)c2)c1 | -1 | -3
COc1ccc2[nH]c(C)c(CN3CCCCC3)c(=O)c2c1 | 2 | -8
COC(=O)CCN(Cc1ccc(OC)cc1OC)S(=O)(=O)c1ccccc1Br | -24 | -3
CCCc1nnc(NC(=O)C2CCC2)s1 | -3 | -4
O=C(NC(=O)c1c(Cl)cccc1Cl)Nc1cc(C(F)(F)F)cc(C(F)(F)F)c1 | x | -4
CC1CCN(C(=O)c2cccc(F)c2F)CC1 | -5 | -1
Cc1ccc(/C=C/C2=NC(=C\c3cc(Br)cs3)/C(=O)O2)cc1 | 3 | -4
CCCC(=O)NC(c1ccc(C)cc1)c1cc(Cl)c2cccnc2c1O (centres undefined) | 29 | -1
Cc1ccccc1C1CC(=O)Oc2cc(C)c(Cl)c(C)c21 (centres undefined) | -9 | -3
COc1ccccc1C=CC(=O)c1cc(Br)ccc1O | 6 | -3
O=C(CSc1nnnn1-c1ccccc1)c1ccccc1 | -21 | -5
O=c1cc(CO)oc(C(Nc2ccccn2)c2cccc([N+](=O)[O-])c2)c1O (centres undefined) | 14 | 10
O=C(Nc1ccc2oc(-c3ccccc3F)nc2c1)c1cccs1 | 5 | -2
COc1cc(NC(=O)c2ccccc2)c(OC)cc1NC(=O)CN1CCN(c2ccccn2)CC1 | 44 | -1
COc1cccc(C2=NOC(C(=O)NCc3cccs3)C2)c1 (centres undefined) | -9 | -4
COc1ccc(N(CC(=O)Nc2ccc(Cl)cc2)S(C)(=O)=O)cc1OC | 6 | -7
N#CCCS(=O)(=O)c1ccc(Cl)cc1 | -7 | -4
COc1ccc(-c2c(Sc3ccccc3)c3cc(-c4ccc(OC)c(F)c4)ccc3n2C)cc1 | -4 | -3
COc1ccc(/C=C/C2=NC(=C\c3ccccc3Cl)/C(=O)O2)cc1 | 1 | -2
O=C(CN1CC(c2nc(-c3cccc(Cl)c3)no2)C1)NCC1CCCO1 (centres undefined) | 4 | -5
CCS(=O)(=O)CCSc1nc(C)cc(C)n1 | 17 | 51*
O=C1C(=O)N2C(=C1C(=O)N1CCOCC1)c1ccccc1CC21CCCC1 | 2 | -2
CS(=O)(=O)N(Cc1ccccc1)c1ccc(C(=O)Nc2cccc([N+](=O)[O-])c2)cc1 | 2 | -1
Cc1nc(C)c(C(=O)NCc2ccc3c(c2)ncn3C)s1 | -4 | -1
COc1cccc(C(=O)Nc2cc(C)ccc2O)c1 | -6 | -2
O=[N+]([O-])c1ccc(N=c2ssnc2Cl)c([N+](=O)[O-])c1 | 0 | -4
CCCCNC(=O)N1CCc2ccccc2C1 | -4 | -9
C=C(C)COc1ccc2c(=O)c(-c3ccc(Cl)cc3)c(C)oc2c1 | -4 | 1
CCc1ccc(-c2cn3cc(C(=O)N4CCCN(C)CC4)ccc3n2)cc1 | -6 | -10
COc1cc(/C=C2/C(=O)N(c3ccccc3)N=C2C)c([N+](=O)[O-])cc1OC | 0 | -5
CC1CCCC(NC(=O)c2cc3cc4ccc(Cl)cc4nc3o2)C1C (centres undefined) | -3 | 0
CCC(=O)Nc1cccc(-c2noc(C3CCCN(C(=O)c4cc5ccccc5[nH]4)C3)n2)c1 (centres undefined) | 59* | -4
Cc1cc(NC(=O)CS(=O)(=O)c2cn(Cc3ccccc3Cl)c3ccccc23)no1 | 15 | -2

# The list continues.
# Screens in order: mHTT-CaM PPI inh	Pf apPOL inh
> CC1Cc2cc(-c3cc(COC(=O)CCn4cnc5ccccc5c4=O)no3)ccc2O1 (centres undefined)
→ 18	0
> CC(=O)NCCc1ccc(S(=O)(=O)NCc2ccc3c(c2)OCO3)cc1
→ -2	-2
> Cc1cccc(OCC(=O)N2CCCC(C)(C(=O)NCc3ccc(F)cc3)C2)c1 (centres undefined)
→ 17	0
> FC(F)(F)c1ccc(-c2noc(-c3ncn4c3COC(c3ccccc3Cl)C4)n2)cc1 (centres undefined)
→ 7	-7
> COCCNC(=O)c1cn2c(n1)CCC(c1ccc(F)cc1)C2 (centres undefined)
→ 3	-1
> COc1cc2c(C(=O)NCCCN3CCCC3)cn(C)c(=O)c2cc1OC
→ 6	2
> Cc1ccc(NC(=O)C(=O)NC(C)Cc2ccco2)cc1F (centres undefined)
→ -8	-3
> O=C(CN1CC(c2nc(-c3cccs3)no2)C1)Nc1nc2ccccc2s1
→ 12	-4
> CC1Oc2ccccc2N(C(C)C(=O)O)C1=O (centres undefined)
→ -5	-2
> O=c1oc(/C=C/c2ccco2)nc2sc3c(c12)CCCC3
→ 6	-5
> O=C(O)C1CCCN1C(=O)/C=C/c1ccco1 (centres undefined)
→ -7	x
> CCN(CC)S(=O)(=O)c1c(C)nn(C(=O)c2ccccc2OC)c1C
→ 0	-3
> CC(C)NC(=O)CN1C(=O)NC2(CCCCC2)C1=O
→ -1	-1
> O=C(CCC1CCCN(C(=O)Nc2ccccc2)C1)NCc1cccc(Cl)c1 (centres undefined)
→ -3	-6
> Cc1ccc(S(=O)(=O)N2CCC(n3cnc4ccc(Cl)cc4c3=O)CC2)cc1
→ -8	-1
> O=C(O)CCn1cnnn1
→ -6	x
> O=C(C(=C(O)c1ccccc1)c1nc2ccccc2[nH]1)c1ccccc1
→ 2	-5
> CCc1nnc(NC(=O)CCCOc2ccc(Cl)cc2Cl)s1
→ -2	0
> COc1cc(OC)cc(C(=O)Oc2ccc(C=Cc3ccncc3)cc2OC)c1
→ 11	0
> O=C(C1CC1)N1CCc2cc(Br)cc(S(=O)(=O)Nc3cccc([N+](=O)[O-])c3)c21
→ 7	-5
> CCOC(=O)CNC(=O)N1CCCn2nc(-c3ccc(CC)cc3)cc2C1
→ 14	-2
> O=C(c1ccoc1)N1CCN(c2nc(CN3CCCCCC3)cs2)CC1
→ 4	12
> O=C(Sc1ccc(Cl)cc1)c1csc(-c2cccnc2)n1
→ x	-5&4
> O=C(CN1C(=O)/C(=C/c2ccc(Cl)cc2)Sc2ccccc21)NCc1ccccc1
→ 2	18
> CCCCN(CC)C(=O)c1ccccc1F
→ -3	-4
> COc1ccc(NS(=O)(=O)c2ccc(F)cc2)cc1
→ -9	8
> COCCCNC(=O)N1CCCC1c1nc(-c2cccc(Cl)c2)no1 (centres undefined)
→ 20	-3
> COCCc1noc(COC2CCCN(C(=O)c3ccsc3)C2)n1 (centres undefined)
→ -12	-2
> CC(C)C1C(C#N)=C(N)SC(N)=C1C#N
→ -7	-15
> Cn1ccc2c(cc(C(=O)N3CCCCCC3)n2C)c1=O
→ -10	3
> CC1CCCN(C(=O)c2cc3c(n2C)CCN(Cc2ccccc2)C3)C1 (centres undefined)
→ 69*	-2
> COCCNC(=O)Cc1ccc(NC(=O)Oc2ccccc2)cc1
→ -9	-6
> Cc1ccc(N2CCN(C(=O)c3cccnc3N3CCNC(c4ccccc4)C3)CC2)cc1 (centres undefined)
→ 23	-5
> CCN(CC)S(=O)(=O)c1ccc2oc(C(=O)NCCc3ccccc3)c(C)c2c1
→ -5	-7
> CCCCNC(=O)c1nn(-c2ccccc2OC)c(=O)c2ccccc12
→ 1	-2
> Cc1c(C)n(CC(O)CNc2ccc(I)cc2)c2ccccc12 (centres undefined)
→ 99*	5
> Cc1cc(C)cc(C(=O)N2CCCC(COc3ccc(C(=O)N4CCOCC4)cc3)C2)c1 (centres undefined)
→ -8	-16
> Cc1nc2ccccn2c1C(=O)NCC1CCN(C(=O)c2ccccc2F)CC1
→ -6	12
> O=C(Nc1ccc(NS(=O)(=O)c2ccccc2)cc1)c1ccc(Cl)cc1
→ 4	-4
> O=C(Nc1ccc2c(c1)N(C(=O)c1cccs1)CC2)c1c(F)cccc1Cl
→ 0	-7
> COc1cc(Cl)c(C)cc1NC(=O)c1cc(S(=O)(=O)N2CCCCCC2)ccc1F
→ 6	-4
> O=C(NC1CC1)c1ccc(-c2csc(C3CC3)n2)cc1
→ -4	-6
> O=C(C1CCC1)N1CCc2sc(S(=O)(=O)NCc3ccccc3)cc2C1
→ 15	-2
> O=C(c1ccc(I)cc1)N1CCN(c2ccccn2)CC1
→ 2	-4
> O=C(Nc1nc(-c2cc3ccccc3oc2=O)cs1)c1cc(=O)c2ccccc2o1
→ -4	-7
> CN1CC(=Cc2ccc(C(F)(F)F)cc2)C2=NN(C)C(c3ccc(C(F)(F)F)cc3)C2C1 (centres undefined)
→ x	-11
> Cc1ccccc1Cn1cnc2c1c(=O)n(C1CC1)c(=O)n2-c1cccc(F)c1
→ -4	-4
> CCC(=O)NCc1nc2c(n1CC)CN(C(=O)c1ccc(Cl)cc1)CC2
→ -1	-6
> O=C(COc1ccc2c(c1)C(=O)CC2)Nc1nc2ccc(Cl)cc2s1
→ -8	0
> COc1ccc(OC(C)C(=O)NC(C)c2ccccc2)cc1 (centres undefined)
→ -1	0
> COc1cccc(C(=O)Nc2ccc(OC)cc2OC)c1
→ 2	-2
> COc1cccc(CNC(=O)C2(C)CCCN(C(=O)c3cccc(C)c3)C2)c1 (centres undefined)
→ -4	5
> COc1ccccc1C(=O)Nc1ccc(S(=O)(=O)N2CCCCC2c2cccnc2)cc1 (centres undefined)
→ 16	-4
> CCC(=O)c1c(C)nn(C)c1C
→ 1	4
> CCN1C(=O)C(=Cc2c(O)n(CC)c(=O)n(CC)c2=O)C(=O)N(CC)C1=O
→ x	5
> O=c1oc2c(-c3ccc([N+](=O)[O-])cc3)cc(O)cc2s1
→ 9	2
> COC(CNC(=O)c1cnn2c(C)c(Cc3cc(C)ccc3C)c(C)nc12)OC
→ 61*	-10
> S=C(NN=Cc1ccn[nH]1)NC1CCCCC1
→ x	-2
> Cc1ccnc(N2CCC(C(=O)NCc3ccccc3C)CC2)n1
→ -13	0
> O=C(O)c1cnn2c(C(F)(F)F)cc(C3CC3)nc12
→ -3	x

# The listing continues.
# Screens in order: mHTT-CaM PPI inh	Pf apPOL inh
> Cc1sc2nc(SCC(=O)NCCO)nc(N)c2c1C
→ -4	-13
> Clc1ccc(-c2cn3ccccc3n2)cc1
→ -5	-8
> O=C(Nc1ccncc1)c1cccc(I)c1
→ 9	2
> Cc1ncc(CO)c2cc(C(=O)Nc3cccc(C(F)(F)F)c3)c(=Nc3ccccc3)oc12
→ -3	-6
> CCc1cc(C2CCCN2C(=O)NC(C)C)on1 (centres undefined)
→ -6	0

# Profiles from above.
# O=C(Nc1ccncc1)c1cccc(I)c1 is listed as mHTT-CaM PPI inh = 9; Pf apPOL inh = 2
# CCc1cc(C2CCCN2C(=O)NC(C)C)on1 (centres undefined) is listed as mHTT-CaM PPI inh = -6; Pf apPOL inh = 0

# Three entries out of the list, sorted by formula weight, high to low:
# Screens in order: mHTT-CaM PPI inh	Pf apPOL inh
> Cc1ncc(CO)c2cc(C(=O)Nc3cccc(C(F)(F)F)c3)c(=Nc3ccccc3)oc12
→ -3	-6
> Cc1sc2nc(SCC(=O)NCCO)nc(N)c2c1C
→ -4	-13
> CCc1cc(C2CCCN2C(=O)NC(C)C)on1 (centres undefined)
→ -6	0
